Growth percent in the NCI-60 one-dose screen (48 h, 10 µM unless noted): 100 = growth as untreated, 0 = no growth, -100 = all killed.
CAKI-1: CAKI-1 renal cancer; actives 4.7% (n = 75,000)
U251: U251 CNS tumor cells; actives 5.4% (n = 80,000); AID 1794753
786-0: 786-0 renal cancer cells; actives 5.1% (n = 81,000); AID 1794775
UO-31: UO-31 renal cancer; actives 5.2% (n = 81,000); AID 1794768
TK-10: TK-10 renal cancer cells; actives 3.9% (n = 81,000); AID 1794769
SF-268: SF-268 CNS cancer cells; actives 3.1% (n = 82,000)
SF-295: SF-295 CNS cancer cells. actives 5.6% (n = 79,000)
SN12C: SN12C renal cancer cells | actives 3.8% (n = 81,000)
* = called active by the depositor; nt = not tested or not shown; & = joins results of further samples; [ ] = another dose, or the depositor's remark. How the source made its calls: active means growth percent below 10; inactive means the rest.

SMILES	CAKI-1	U251	786-0	UO-31	TK-10	SF-268	SF-295	SN12C
Cc1ccc(-n2nnc(C(=O)NCC(=O)Nc3ccccc3)c2C)cc1	96	99	104	82	107	96	102	101
Cc1cc(=O)cc(C)o1	128	109	104	87	106	98	102	112
COC(=O)CC[C@H](N)C(=O)O	93[20 µM]	99[20 µM]	101[20 µM]	91[20 µM]	84[20 µM]	99[20 µM]	99[20 µM]	94[20 µM]
COc1ccc(NC(=O)Nc2ccc(OCc3ccc(C)cc3)cc2)cc1	84	81	95	103	106	100	79	84
CC(=O)OCCc1sc[n+](Cc2cnc(C)nc2N)c1C	102	106	102	92	87	104	101	105
CCCCCCCCCCCCCCCCCCOc1ccccn1	93	92	92	78	97	99	101	96
CC1CC(=O)OC(C)(C)C1 (stereo not given)	88	96	102	91	109	109	95	104
COc1ccc(CO)cc1OCc1ccccc1	99	101	94	87	108	104	123	109
COc1ccc(OC)c(-n2cc(C#N)c(N)c2C(=O)c2cccnc2)c1	91	101	105	90	104	101	98	103
CCCCN1CCN(c2ccc3nc(-c4ccc5nc(-c6ccc(OCC)cc6)[nH]c5c4)[nH]c3c2)CC1	51	61	75	100	87	77	49	77
COc1ccc2c(c1)oc1c(C)c3c(c(C)c12)C(=O)N(CCN1CCOCC1)C3=O	88	105	102	85	115	99	110	93
CCCCNP1(NCCCC)=NP(NCCCC)(NCCCC)=NP(NCCCC)(NCCCC)=NP(NCCCC)(NCCCC)=N1	64	11	-6.2*	38	14	26	-25*	20
O=C(CC(=O)C(F)(F)C(F)(F)C(F)(F)F)c1cccs1	103	107	94	82	110	105	105	103
c1c2c(cc3c1OCCO3)C1CN(C2)Cc2cc3c(cc21)OCCO3	60	93	101	78	87	89	100	97
CC(=O)C(N)CC(C)C (stereo not given)	100	90	96	95	nt	110	99	98
CCOC(=O)c1cnc2c(C)cc(C)cc2c1NCCCN(C)C	-7.7*	28	29	nt	31	36	30	38
COc1ccc(NCc2nnc(-c3ccc(F)cc3)o2)cc1	91	90	103	72	120	100	105	95
COc1ccc(-c2cc(-c3ccc(Br)s3)[nH]c(=O)c2C#N)cc1	95	99	104	71	110	106	100	101
O=C(Nc1ccc2ccccc2c1)OC1CCS(=O)(=O)C1 (stereo not given)	96	98	100	95	112	99	99	100
O=C(N/N=C/c1ccc(O)cc1)c1cc(-c2nc3ccccc3[nH]2)nc2ccccc12	81	98	101	70	92	100	90	96
CC1(C)c2ccccc2C(C)(C(Cl)(Cl)Cl)c2ccc(Cl)cc21 (stereo not given)	88	88	99	78	103	96	101	103
ClC(Cl)(Cl)C1=NCc2nnn(Cc3ccccc3)c2N1	99	93	101	81	99	109	110	105
COc1cc(/C(C)=N/NC(=O)c2ccncc2)ccc1O	98&105	106&110	104&106	75&89	108&105	103&112	109&112	97&96
NNc1nc2n(n1)C(CCl)CN2 (stereo not given)	91	100	106	80	105	104	102	101
CS(=O)(=O)Nc1ccc(C(=O)NC(C(=O)NO)c2ccc(C3CCCCC3)cc2)cc1 (stereo not given)	101	84	93	84	110	82	101	97
CC1(C)CC[C@]2(C(=O)N3CCOCC3)CC[C@]3(C)C(=CC[C@@H]4[C@@]5(C)C/C(=C/c6ccccn6)C(=O)C(C)(C)[C@@H]5CC[C@]43C)[C@@H]2C1	29	81	64	42	70	60	75	68
C#CCOC1CCCCC1O (stereo not given)	92	106	91	96	104	96	104	92
CCOC(=O)C(Cc1ccccc1[N+](=O)[O-])C(=O)OCC	88	nt	99	83	105	105	104	108
N#Cc1c(-c2ccc(Cl)cc2Cl)nc2c(-c3ccccc3)c(Nc3ccccc3)nn2c1N	48	57	59	36	110	61	62	58
O=C(c1ccccn1)N1CCN(C(=O)c2ccccn2)CC1	85	97	100	85	102	102	96	103

Record cards, from the list above. Screens in order: CAKI-1	U251	786-0	UO-31	TK-10	SF-268	SF-295	SN12C
CCCCCCCCCCCCCCCCCCOc1ccccn1 is entered as 93	92	92	78	97	99	101	96
Cc1cc(=O)cc(C)o1 is entered as 128	109	104	87	106	98	102	112

A few values from the results shown:
Reading for COc1cc(/C(C)=N/NC(=O)c2ccncc2)ccc1O under SF-268: 103&112
Reading for ClC(Cl)(Cl)C1=NCc2nnn(Cc3ccccc3)c2N1 under 786-0: 101

(continued)
SMILES	CAKI-1	U251	786-0	UO-31	TK-10	SF-268	SF-295	SN12C
O=C(O)c1ccc(N2C(=O)/C(=C3\SC(=S)N(c4ccc(C(=O)O)cc4)C3=O)SC2=S)cc1	88	100	105	86	105	96	106	101
O=C1c2ccccc2C(=O)C1[N+](=O)[O-]	nt	92	103	77	98	98	95	105
O=C(O)c1cc(NC(=O)C(Cl)Cl)cc(N2C(=O)CSC2=S)c1	97	101	101	84	100	104	92	100
Ic1ccccc1-c1ccccc1	111	105	108	85	106	105	122	101
Cc1ccc(NS(=O)(=O)c2ccc(C)cc2)cc1	96&91	87&97	99&100	79&93	92&104	93&98	93&96	100&105
CCCN1C2CCC1/C(=C\c1ccc(F)cc1)C(=O)/C2=C/c1ccc(F)cc1	83	61	83	51	90	74	72	64
COc1ccc(C(=N\Nc2ccccc2)/C(=N/Nc2ccccc2)c2ccc(OC)cc2)cc1	91	106	91	64	108	111	95	nt
C=CCOc1ccccc1C(=O)OC	112	110	109	83	111	121	124	102
CCC1(C)CCC(C)c2cc(C(C)=O)c(C)cc21 (stereo not given)	95	104	104	87	101	105	94	100
CCCCCC(=O)OCCC	94	99	101	83	101	105	nt	104
C#CCN1C(=O)c2cccc3c(-c4ccc(-c5nc6c7ccccc7c7ccccc7c6[nH]5)cc4)ccc(c23)C1=O	89	84	95	88	86	100	97	99
O=C(Nc1ccc([N+](=O)[O-])cc1)c1cc2ccccc2cc1O	-14*	2.7*	-24*	-7.3*	-19*	92	-21*	1.5*
N#C/C(=C\c1cc(Cl)cc(Cl)c1O)c1nc2ccccc2[nH]1	81	98	nt	73	116	102	90	100
CCN(CC)CCCCCCNc1cc(C)cc2ccc(C)nc12	94	88	87	65	94	90	105	92
CCN1CCN(C(=O)[C@]23CC[C@@H](C)[C@H](C)[C@@H]2C2=CC[C@@H]4[C@@]5(C)CCC(=O)C(C)(C)[C@@H]5CC[C@@]4(C)[C@]2(C)CC3)CC1	24	-45*	-40*	-9.7*	19	40	25	8.0*
CO[C@H]1/C=C/O[C@@]2(C)Oc3c(C)c(O)c4c(O)c(c(/C=[N+]([O-])/[N+]([O-])=C/c5c6c(O)c7c(O)c(C)c8c(c7c5O)C(=O)[C@@](C)(O/C=C/[C@H](OC)[C@@H](C)[C@@H](OC(C)=O)[C@H](C)[C@H](O)[C@H](C)[C@@H](O)[C@@H](C)/C=C/C=C(/C)C(=O)N6)O8)c(O)c4c3C2=O)NC(=O)/C(C)=C\C=C\[C@H](C)[C@H](O)[C@@H](C)[C@@H](O)[C@@H](C)[C@H](OC(C)=O)[C@@H]1C	99	96	102	86	109	92	98	95
COc1ccccc1C(=O)Nc1cccc(-c2cc(=O)c3c(OC)c(OC)c(OC)cc3o2)c1	65	39	45	15	53	54	59	41
COc1c(/C(C)=N/N=c2sc(C(C)=O)nn2-c2ccc(C)cc2)c(Oc2ccccc2)c(OC)c2occc12	57&71	101&99	101&96	80&67	117&109	86&93	104&87	95&99
O=[N+]([O-])c1cccc(OCCOc2ccccc2)c1	103	92	98	79	67	101	101	104
C[C@H]1O[C@@H](O[C@H]2[C@@H](O)C[C@H](O[C@H]3[C@@H](O)C[C@H](O[C@H]4CC[C@]5(C)C6CC[C@]7(C)[C@@H](C8=CC(=O)OC8)CC[C@]7(O)C6CC[C@@H]5C4)O[C@@H]3C)O[C@@H]2C)C[C@H](O)[C@@H]1O (stereo not given in full)	-93*	-100*	-93*	-90*	nt	-100*	-98*	-52*
COc1cc(C(C)c2ccc3c(ccn3C)c2)cc(OC)c1OC (stereo not given)	nt	14	23	35	71	31	16	33
CCOC(=O)c1c(N2CCOCC2)[nH]c(=O)c(C=Nc2cccc(Cl)c2)c1O	80	103	106	102	113	124	110	96
CC[C@H](Nc1nc(C)nc(N)c1C#N)c1nc2cccc(NCc3ccc(C(=O)NO)cc3)c2c(=O)n1-c1ccccc1	-11*	1.0*	5.7*	-12*	2.0*	12	22	7.9*
Clc1ccc(NCc2cn(-c3ccccc3)nc2-c2ccc(OCc3ccccc3)cc2)cc1	82	93	90	84	99	86	97	86
Clc1cccc(Nc2nc(Nc3cnc4ccccc4c3)c3[nH]cnc3n2)c1	59	76	109	61	114	82	95	61
O=C1OCCC/C1=C/c1ccc2c(c1)OCO2	104	110	96	88	107	98	96	102
COc1ccc(/C=C(\C#N)n2nc3cccc(F)c3n2)cc1	81	102	97	90	100	104	100	104
Cc1ccccc1Oc1ccccc1C(=O)O	96	94	93	95	100	99	100	nt
COc1cccc(COc2ccc(NC(=O)Nc3ccccc3)cc2)c1	74	78	98	64	100	65	50	72
COc1ccc(OC)c2nc3c(nc12)[nH]c1ccccc13	80	99	103	69	150	103	101	93

(cont.)
SMILES	CAKI-1	U251	786-0	UO-31	TK-10	SF-268	SF-295	SN12C
C=C(C)[C@@H]1CC[C@]2(C=O)CC[C@]3(C)[C@H](CC[C@@H]4[C@@]5(C)CCC(=NCCC(=O)O)C(C)(C)[C@@H]5CC[C@]43C)[C@@H]12	58	nt	103	74	131	97	94	101
CNC(=S)NS(=O)(=O)c1ccc(NNc2c3ccccc3nc3ccccc23)cc1	nt	90	96	69	nt	90	94	114
CCN(CC)CCn1c2ccc(O)cc2c2sc3cc(OC)ccc3c(=O)c21	14	16	33	27	62	48	14	21
Cc1cc(N)cc(C)n1	101	95	99	86	100	96	103	102
Nc1nc2c(c3ncccc13)C(c1ccc(Cl)c(Cl)c1)Cc1ncccc1-2 (stereo not given)	31	17	30	37	29	45	1.2*	34
COc1ccc(NC(=O)c2cc(OC)c3c(c2)OCO3)cc1	90	92	106	97	114	102	98	92
CCn1cc(C(=O)O)c(=O)c2cc(F)c(N3CCN(C(=O)c4ccc(Cl)cc4)C(C)C3)c(F)c21 (stereo not given)	85	105	104	76	108	93	97	97
CCCCCN(CCCCC)C(C)C(O)c1ccc2cc(Cl)c3ccccc3c2c1 (stereo not given)	87	90	98	71	95	102	83	90
COc1cc2c(cc1OC)C(=O)CCC2	74	99	145	94	93	100	100	97
Cc1nn(-c2ccccc2)c2[nH]c(-c3ccc(Cl)cc3)c(C3C(=O)Nc4ccc(Cl)cc43)c12 (stereo not given)	76	52	104	74	100	68	78	77
CCOC(=O)CN1C(=O)c2ccc3c4c(ccc(c24)C1=O)C(=O)N(CC(=O)OCC)C3=O	100	105	108	78	104	102	90	97
COc1ccc(/C(C#N)=C2C=C(Cl)/C(=N/O)C=C/2Cl)cc1	86	110	122	75	112	103	100	109
CCOC(=O)c1c2c(n(C)c1CSc1ccccc1)C=CC(=O)C2=O	87	97	105	52	94	105	101	87
Cc1c(O)c(=O)ccn1Cc1nc2ccccc2s1	nt	46	57	27	65	63	50	61
Cc1cc(C)nc(NC(=O)OC(C)C)c1	106	101	91	101	115	110	93	101
Nc1nc(NC(=O)Nc2ccc(F)cc2)nn1-c1ccc(S(N)(=O)=O)cc1	94	99	99	87	97	94	105	94
O=C1C(CCS(=O)c2ccccc2)C(=O)N(c2ccccc2)N1c1ccccc1 (stereo not given)	102	103	98	86	106	111	106	94
Cc1c(C)c([N+](=O)[O-])c(C)c([N+](=O)[O-])c1C	99	100	95	105	102	106	98	102
NS(=O)(=O)Oc1ccc(-c2sc3cc(O)ccc3c2C(=O)c2ccc(OCCN3CCCCC3)cc2)cc1	49	22	72	44	72	68	48	69
CCCCCCNC(=O)Nc1ccc2cc3ccc(NC(=O)NCCCCCC)cc3nc2c1	71	-89*	28	94	98	-63*	-47*	-73*
COc1cc2ccc(C(C)=O)c(O)c2cc1OC	109	94	93	92	83	94	113	96
COc1ccc(S(=O)(=O)NCCNc2nccc(-c3c(-c4cccc(OC)c4)nc4sccn34)n2)cc1	98	101	95	72	136	86	nt	92
O=[N+]([O-])c1ccc2c(c1)/C(=N\O)c1cc(Cl)c(Cl)cc1-2	77	94	90	56	103	97	99	101
N#C/C(=C\c1ccc(-c2ccc(Cl)cc2)o1)C(=O)Nc1ncc(Cc2ccc(Cl)cc2)s1	39	-34*	42	42	20	72	9.1*	-0.6*
COc1cc(NCCCCCNC2CCCCC2)c2ncccc2c1	79	75	76	66	96	79	95	95
CC(C)(C)c1cc(NCc2ccc(F)cc2)n(-c2ccccc2)n1	nt	94	94	62	117	112	96	90
COc1ccc(CC(=O)Cc2ccc(OC)c(OC)c2)cc1OC	96	103	107	78	137	101	113	97
O/N=C(/c1ccccc1)c1ccc2c3c(cccc13)CC2	72&72	89&90	92&88	81&73	90&113	95&105	83&82	86&93

Looked up one by one from the list above (3):
SMILES	CAKI-1	U251	786-0	UO-31	TK-10	SF-268	SF-295	SN12C
COc1ccc(/C(C#N)=C2C=C(Cl)/C(=N/O)C=C/2Cl)cc1	86	110	122	75	112	103	100	109
CCOC(=O)c1c2c(n(C)c1CSc1ccccc1)C=CC(=O)C2=O	87	97	105	52	94	105	101	87
CNC(=S)NS(=O)(=O)c1ccc(NNc2c3ccccc3nc3ccccc23)cc1	nt	90	96	69	nt	90	94	114

Compound activity deposited in PubChem BioAssay by NCI.
